# MEKK2mut PB1 HTS – MEK5 binding signal on mutant MEKK2 PB1, primary screen, biochemical, multiplex bead flow cytometry, Alexa488-MEK5; Alexa488-MEK5 binding to MEKK2 mutant; percent response, % at 10 µM; hit rate 0.35% among 290,000; AID 1530, 2009; in the data active = percent response above about 24%, passing the limit was not always enough; also: inactives centre near 1; some results filed as inactive read as strong as hits; reference of the scale not given here
# NALP1 yeast inh – NALP1 inflammasome inhibitors in reconstituted yeast, colorimetric, S. cerevisiae, triplicate retest; S. cerevisiae NALP1/ASC/caspase-1 growth, X-gal OD620, 72 h; inhibition, % at 10 µM; hit rate 0.61% among 280,000; AID 2071, 2009; in the data active = inhibition mostly above about 24%, no sharp cut-off; inactive = mostly below about 32%; also: some compounds called inactive have numbers as strong as hits
# MEKK2 WT-MEK5 – modulators of MEK5 binding to wildtype MEKK2, primary screen, biochemical, multiplex bead flow cytometry, Alexa488-MEK5 | Mitogen-activated protein kinase kinase kinase 2 (Homo sapiens), Q9Y2U5 | Alexa488-MEK5 binding to MEKK2 WT; actives lie on both sides | binding response (% of control), % at 10 µM | hit rate 1.1% among 290,000; in the data active = binding response below about 67% or above about 130%
# IDE cell activ – human IDE activators in live cells, primary screen, fluorescence polarization, HEK cells, FAbeta-B substrate. FAbeta-B cleavage; 0% vehicle, 100% cell-free pure enzyme wells. activation, % at 5.96 µM. hit rate 0.073% among 340,000;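 active = activation above the mean of all tested compounds plus 3 SD, set per screening campaign, cut at about 17% in these data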
# PfM18AAP inh – PfM18AAP inhibitors, malaria aminopeptidase, primary screen, biochemical, QFRET, recombinant enzyme; inhibition, % at 7.35 µM; hit rate 1.2% among 290,000; H-Glu-NHMec fluorogenic cleavage;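 active = inhibition above the campaign mean inhibition over all tested compounds plus 3 SD, cut at about 28% in these data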;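 also: 0% = plate median of test compound wells and 100% = 2 mM ZnCl2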
# MEKK3 PB1 HTS – modulators of MEKK3-MEK5 PB1 binding, primary screen, biochemical, wildtype MEKK3, multiplex bead flow cytometry, Alexa488-MEK5 | Mitogen-activated protein kinase kinase kinase 3 (Homo sapiens), Q99759 | bead-based flow cytometry, Alexa488-MEK5 binding to MEKK3; actives lie on both sides; 0 = blocked by unlabeled MEK5, 100 = vehicle | binding response (% of control), % at 10 µM | hit rate 1.4% among 290,000;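 active = binding response more than 3 SD above or below the average of its plate-row segment, actives on both sides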;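 also: Alexa488 bead fluorescence after subtracting the streptavidin-only scavenger bead signal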
# Target sequence (Q99759 whole entry, looked up): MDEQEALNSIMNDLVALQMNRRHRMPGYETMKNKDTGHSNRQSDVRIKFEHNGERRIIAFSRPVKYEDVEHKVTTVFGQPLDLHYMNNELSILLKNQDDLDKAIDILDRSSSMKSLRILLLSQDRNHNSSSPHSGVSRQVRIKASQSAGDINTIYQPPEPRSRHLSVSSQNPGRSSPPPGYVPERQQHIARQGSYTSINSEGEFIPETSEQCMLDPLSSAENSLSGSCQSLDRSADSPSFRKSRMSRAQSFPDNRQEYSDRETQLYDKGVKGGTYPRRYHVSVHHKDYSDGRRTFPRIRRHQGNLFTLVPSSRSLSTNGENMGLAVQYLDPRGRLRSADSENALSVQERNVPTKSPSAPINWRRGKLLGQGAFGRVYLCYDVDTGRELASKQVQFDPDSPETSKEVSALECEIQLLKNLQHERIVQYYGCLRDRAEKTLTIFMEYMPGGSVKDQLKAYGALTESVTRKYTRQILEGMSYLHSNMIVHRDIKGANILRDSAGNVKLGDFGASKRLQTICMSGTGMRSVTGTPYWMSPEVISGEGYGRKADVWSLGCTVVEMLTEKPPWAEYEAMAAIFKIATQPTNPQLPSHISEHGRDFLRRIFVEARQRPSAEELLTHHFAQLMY
# UBC9 SUMO inh – inhibitors of in vitro SUMOylation cascade, primary screen, biochemical, HTRF, uHTS. inhibition, % at 35 µM. SUMO-conjugating enzyme UBC9 (Homo sapiens), P63279. hit rate 0.36% among 290,000. HTRF SUMOylation assay, SAE1/SAE2 + UBC9; in the data active = inhibition above about 50%, passing the limit was not always enough; also: strong numbers were not always called active
# Target sequence (P63279 whole entry, looked up): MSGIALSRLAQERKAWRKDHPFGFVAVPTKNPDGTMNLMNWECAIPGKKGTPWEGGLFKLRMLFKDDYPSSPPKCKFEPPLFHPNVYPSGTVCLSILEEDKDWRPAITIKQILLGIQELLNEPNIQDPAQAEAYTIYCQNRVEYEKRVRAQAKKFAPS
# IDE cell inh – human IDE inhibitors in live cells, primary screen, fluorescence polarization, HEK cells, FAbetaB substrate; Insulin-degrading enzyme (Homo sapiens), P14735; FAbetaB cleavage; inhibition, % at 5.59 µM; hit rate 0.41% among 320,000; AID 434962, 2010;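 active = percent inhibition above the average of all tested compounds plus 3 SD, set per screening campaign, cut at about 16% in these data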;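 also: IDE supplied by intact live HEK cells; FP after avidin binding of uncleaved biotin substrate so inhibition keeps polarization high; 0% = DMSO wells and 100% = 60 µM reference IDE inhibitor Ii1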
# p-CIP stab down – p/CIP-EGFP fusion destabilizers, primary screen, fluorescence, F442A cells; 16 h; decrease of EGFP signal, % at 10 µM; hit rate 0.01% among 290,000;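 active = EGFP signal decrease of at least 30% at 10 µM or well 3 SD below plate mean, unless failing retest; inactive = the rest, including hits failing retest or dose response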; also: some compounds called inactive have numbers as strong as hits; many of its hits are not listed in these tables
# The depositor's hits bear a star; x = no result given.
SMILES,MEKK2mut PB1 HTS,NALP1 yeast inh,MEKK2 WT-MEK5,IDE cell activ,PfM18AAP inh,MEKK3 PB1 HTS,UBC9 SUMO inh,IDE cell inh,p-CIP stab down
O=C(c1ccc(F)c(F)c1)N1CCCc2ccccc21,5,20,110,7,5,107,1,-1,7
Cc1cccc(OCC(=O)Nc2c3c(nn2C(C)(C)C)CS(=O)(=O)C3)c1,11,9,113,5,1,106,12,0,-3
C=C(C)c1cccc(C(C)(C)NC(=O)N2CCC(C)CC2)c1,14,8,101,4,0,102,1,2,-4
Cc1ccc(/C=C/C(=O)NC2=NCCS2)cc1,34,26,144*,2,-4,104,10,8,-6
CCc1cc2ccc(C)cc2nc1SCC(=O)NNC(=O)c1ccco1,0,15,103,5,-3,122,1,-2,-4
COc1ccc(S(=O)(=O)N2CCC(C(=O)Nc3ccc4c(c3)OCCO4)CC2)cc1OC,10,10,105,6,0,104,10,0,-2
CC(/C=N/NC(=O)Cn1nccc1C)=C\c1ccc(C(C)C)cc1,0,25,98,-1,-3,102,-7,7,-3
COc1cccc(CC(NC(C)=O)C(=O)NC2CCN(C(=O)NCc3ccccc3)CC2)c1 (stereo unspecified),5,10,103,3,3,103,4,x,13
COc1ccc(C)cc1NC(=O)NNC(=O)C(C)Oc1ccc(F)cc1Cl (stereo unspecified),11,7,113,6,2,107,3,-4,-7
COC(=O)c1ccc(SCC(=O)N2CCC(C)CC2)c([N+](=O)[O-])c1,-2,6,96,7,1,98,-9,0,9
COc1ccc2c(c1OC)C(=O)N(c1ccccc1)C2=O,-9,5,91,-1,-6,102,6,-3,-5
COc1ccc(N2CC(C(=O)Nc3ccc(S(=O)(=O)N4CCCCC4)cc3)CC2=O)cc1 (stereo unspecified),2,9,102,-4,-2,104,6,7,3
O=C(Nc1cccc2ncccc12)c1ccccc1[N+](=O)[O-],14,-2,112,0,0,107,8,-6,-3
O=C(c1cc(S(=O)(=O)N2CCCCC2)ccc1F)N1CCCCC1,-2,12,94,1,-4,92,-16,5,-2
CCc1nc(CNC(=O)C2CCC(=O)N(Cc3cccc(OC)c3)C2)no1 (stereo unspecified),2,17,102,5,-10,102,6,-2,4
CCc1cc(CNC(=O)C2CCC(=O)N(Cc3ccc(Cl)cc3)C2)on1 (stereo unspecified),-6,15,97,3,-7,100,10,-1,-6
CC(CN1CCOCC1)OC(=O)CCc1ccccc1 (stereo unspecified),7,4,106,3,-3,105,3,2,2
COc1cc(NC(=O)C2CCCN2S(=O)(=O)c2ccc3c(c2)CCC(=O)N3)cc(OC)c1 (stereo unspecified),-2,-15,95,1,-4,95,2,2,-17
CN(C)S(=O)(=O)Oc1ccsc1C(=O)Nc1ccc(C(F)(F)F)cc1,-5,14,101,3,-7,101,-16,1,13
COc1ccc(CC(=O)Nc2ccccc2NC(=O)Cc2ccc(OC)cc2)cc1,2,13,103,-1,-2,103,-5,0,-11
O=C(N/N=C/c1cc([N+](=O)[O-])ccc1O)c1cccc2cc[nH]c12,-20,5,84,10,-5,90,-3,0,-9
CCC1C(=O)CC(c2ccco2)NC1c1ccco1 (stereo unspecified),3,-15,99,1,1,106,-2,-4,4
O=C(CCNC(=O)c1ccccc1)N=Nc1c(O)[nH]c2ccccc12,94*,12,93,x,3,93,16,-1,12
CCCOc1ccccc1C1NC(=O)NC(C)=C1C(=O)OCCOC(C)C (stereo unspecified),3,-1,107,-3,-5,102,-17,1,-5
CCOc1ccc(Nc2nc3cc(S(=O)(=O)CC)ccc3o2)cc1,-18,9,93,4,-4,92,18,0,-26
O=C(NC1CCN(S(=O)(=O)c2ccccc2)CC1)C1CCCCC1,-1,2,102,-1,1,95,22,3,-6
c1ccc(-c2ccc(-c3nc(-c4cccnc4)no3)cc2)cc1,-2,15,101,-5,-3,105,5,1,0
Cc1cc(/C=C(\C#N)C(=O)NCC2CCCO2)c(C)n1-c1ccc(Cl)cc1 (stereo unspecified),8,-5,106,7,-4,105,-22,2,-10
Cc1ccc(S(=O)(=O)/N=C(/Nc2ccc(F)cc2F)c2ccccc2)cc1,0,12,104,0,-4,102,x,1,-3
O=C(Cc1ccc(Br)cc1)N1CCCCCC1,10,-15,108,5,0,101,-6,1,4
CCn1c(CNC(=O)c2ccc3c(c2)OCO3)nnc1SCC(=O)Nc1cc(C)ccc1OC,14,x,106,2,4,104,-1,-2,-21
O=C(c1cccs1)n1nc(-c2ccco2)nc1SCc1ccccc1,-2,6,101,x,3,104,2,0,-4
Cc1ccc(C(=O)N2c3ccccc3N(Cc3ccccc3)C(=O)C2(C)C)cc1,3,-3,100,4,0,106,-16,0,-5
Nc1nnc(C(=O)c2ccccc2N)s1,-11,x,90,2,4,86,x,-6,x
COc1ccc(OCC(=O)NCCCCCCNC(=O)COc2ccc(OC)cc2)cc1,6,0,104,7,-3,99,-3,1,7
O=C(CSc1nc(-c2ccccc2)c(-c2ccccc2)[nH]1)NCc1ccco1,10,-1,102,-5,1,102,2,4,4
Cc1ccc(Cl)c(NC(=S)N(CCCN2CCOCC2)Cc2ccco2)c1,0,12,104,1,4,99,4,6,-10
COc1ccc(NC(=O)Cn2nnc(-c3ccccc3NS(=O)(=O)c3ccc(OC)cc3)n2)cc1,0,-9,120,3,5,104,-18,2,1
COc1cc(C2=NOC(C(=O)N3CCN(c4ccc(F)cc4)CC3)C2)cc(OC)c1OC (stereo unspecified),11,-19,102,1,0,103,-8,-2,-4
Cc1ccc(/C=N/n2c(-c3ccccc3)n[nH]c2=S)cc1,5,1,107,3,16,109,17,4,0
C=CCNC(=O)c1onc(CSc2ccccc2CC)c1C(=O)O,8,-9,112,6,-13,114,1,-7,-5
CCCC(=O)c1ccc(N2CCC(C)CC2)c(F)c1,-5,38,92,-2,-12,91,5,2,-11
CC1CC1C(=O)Nc1cc(C(F)(F)F)ccc1N1CCOCC1 (stereo unspecified),3,12,104,3,10,99,-5,-3,-6
Cc1ccc(CNC(=O)C2c3ccccc3C(=O)N3CCc4ccccc4C23)o1 (stereo unspecified),-2,14,98,1,-13,101,-12,0,-5
CCC(=O)NC(=S)N1CCN(c2ccc([N+](=O)[O-])cc2Cl)CC1,1,15,98,1,2,101,2,2,-2
Cc1ccccc1-c1ccc(CN2CCN(C)C(CCO)C2)cc1 (stereo unspecified),8,4,105,-1,0,100,4,10,-5
CCOc1ccc(CCNC(=O)c2nnn(CC(=O)Nc3c(C)cc(C)cc3C)c2N)cc1OCC,-2,6,96,6,-2,101,13,5,4
O=C(CC1C(=O)NCCN1CC(c1ccccc1)c1ccccc1)NC1CC1 (stereo unspecified),-3,-6,100,-4,-9,97,5,2,2
Cc1ccc(-n2ncc(Br)c(Br)c2=O)cc1,-1,-20,99,-4,12,101,8,x,64
CCOC(=O)N1CCC(NC(=O)c2cc3c(-c4cccc(OC)c4)nn(C)c3s2)CC1,7,-1,111,-3,0,113,-3,11,13
OC1(c2cccs2)CN(c2ccc(Cl)cc2)C2=[N+]1CCCS2 (stereo unspecified),0,-1,107,9,4,109,10,-3,10
Cc1cc(C)nc(SC2=CS(=O)(=O)c3ccccc32)n1,5,25,116,4,-3,103,-7,5,-13
O=C(c1ccccc1CCc1ccccc1)N1CCCC1,3,12,100,-3,-3,100,-3,x,3
CN(C)/C=N/S(=O)(=O)c1ccc(Cl)c(Cl)c1,10,14,103,5,4,98,15,-2,-16
COc1ccc(NC(C)=O)cc1S(=O)(=O)Nc1ccc2c(c1)OCCO2,-4,18,98,4,0,99,10,3,-14
CCOC(=O)C(=O)/C(C#N)=C/Nc1ccc(Cl)cc1,-6,18,97,3,9,95,3,2,2
O=C(NNS(=O)(=O)c1ccccc1)c1ccncc1,7,25,105,12,16,107,9,1,-56
Cc1ccc(NC(=O)N2CCN(c3ncccc3C(F)(F)F)CC2)cc1,4,13,103,-6,3,107,0,7,-12
OCCN1CCN(CC(O)COc2ccc(C34CC5CC(CC(C5)C3)C4)cc2)CC1 (stereo unspecified),0,23,120,3,3,107,-1,0,-9
COc1ccc(S(=O)(=O)NCC2CCCN(C(=O)CCC(F)(F)F)C2)cc1 (stereo unspecified),6,10,109,1,4,105,11,2,-8

# Full records as entered above. Screens in order: MEKK2mut PB1 HTS	NALP1 yeast inh	MEKK2 WT-MEK5	IDE cell activ	PfM18AAP inh	MEKK3 PB1 HTS	UBC9 SUMO inh	IDE cell inh	p-CIP stab down
# COc1ccc(NC(C)=O)cc1S(=O)(=O)Nc1ccc2c(c1)OCCO2 in the list: -4	18	98	4	0	99	10	3	-14
# COc1ccc(C)cc1NC(=O)NNC(=O)C(C)Oc1ccc(F)cc1Cl (stereo unspecified) in the list: 11	7	113	6	2	107	3	-4	-7

# (more compounds)
SMILES,MEKK2mut PB1 HTS,NALP1 yeast inh,MEKK2 WT-MEK5,IDE cell activ,PfM18AAP inh,MEKK3 PB1 HTS,UBC9 SUMO inh,IDE cell inh,p-CIP stab down
COc1ccc(C2c3[nH]c4ccccc4c3C[C@H]3C(=O)N(c4ccccc4C(=O)N4CCC(C(=O)O)CC4)C(=O)N23)cc1 (stereo partly specified),0,24,97,0,2,98,13,4,8
COc1cc(NC(=O)c2cccs2)c(OC)cc1NC(=O)CCC(=O)Nc1cccc2ncccc12,-14,5,69,0,-7,66,2,6,-18
Cc1ccc2oc(=O)c3cnn(CC(=O)NCCC(C)C)c3c2c1,12,x,116,-1,0,110,-2,2,-8
Cc1ccc(C)c(NC(=S)NCC(c2cccnc2)N2CCOCC2)c1 (stereo unspecified),7,22,88,2,-3,95,-2,8,-4
O=C(COc1ccc(Br)cc1)NCc1ccccn1,-6,6,89,3,-8,88,13,-1,-4
Cc1noc(C)c1C(=O)N1CCCc2ccccc21,14,-22,103,3,-2,98,17,-9,6
NC(=O)CSc1nnc(-c2ccc(S(=O)(=O)N3CCCC3)cc2)o1,-1,13,99,2,4,94,10,3,-10
O=C(C1Cc2ccccc2CN1S(=O)(=O)c1cccs1)N1CCCCC1 (stereo unspecified),3,10,103,-3,14,100,16,-2,-5
O=c1c(-c2ccnn2-c2cccc(Cl)c2)cnc2n1CCS2,9,-14,114,-1,5,107,3,6,-1
CCOC(=O)C(NCCCCl)c1ccccc1 (stereo unspecified),2,-5,106,6,-22,98,-12,2,-13
COc1cc2c3c(c1)c(N=NC(N)=S)c(O)n3C(C)(C)C=C2C,2,-4,98,4,-9,104,18,1,-14
Cc1ccc(CSc2nc3ccncc3[nH]2)cc1,8,-7,108,6,-2,109,0,-2,0
CN(CCC1CCOCC1)C(=O)CC1C(=O)NCCN1Cc1ccoc1 (stereo unspecified),5,0,106,7,3,100,-1,5,10
O=C(NCc1ccco1)Nc1cccc([N+](=O)[O-])c1,-5,4,97,6,0,100,-9,x,-4
O=C(CSc1ccc(-c2ccco2)nn1)NC1CCCC1,-10,10,88,-2,-3,97,18,1,6
COc1ccc(-c2cc(C(F)F)n3ncc(C(=O)N4CCSCC4)c3n2)cc1,2,26,107,-12,-4,106,18,0,-9
CC(C)c1ccc(Nc2nnc(SCC(=O)c3nnc(-c4ccccc4)o3)s2)cc1,-2,10,93,-15,12,94,6,11,-11

# Screening results: PubChem BioAssay, several laboratories

# A portion of the library; the hit share may differ from the screen's.
